esBAF inh: inhibitors of esBAF chromatin remodeling in mouse ES cells. Bmi1-luciferase knock-in reporter, 24 h; 100% = twice the neutral-well signal. reporter increase, % at 12.5 µM. actives 2% (n = 350,000). AID 602393; in the data active means activation above about 40%;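 further: 0% = median of the plate's neutral control wells and 100% = double that signal; a rise in the Bmi1 reporter signal indicates esBAF inhibition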
ERAP1 inh: ERAP1 (human) enzyme inhibition; Q9NZ08; recombinant ERAP1, Leu-AMC fluorescence, 60 min; inhibition, % at 10.7 µM; actives 0.15% (n = 340,000); AID 652197;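 active means mean replicate inhibition of at least 30%, or all replicates individually reaching that 30% level; inactive means mean below 30% and not every replicate reaching it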;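 further: 0% = neutral control wells and 100% = L-leucinethiol positive control wells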
Target sequence (Q9NZ08 whole entry, looked up): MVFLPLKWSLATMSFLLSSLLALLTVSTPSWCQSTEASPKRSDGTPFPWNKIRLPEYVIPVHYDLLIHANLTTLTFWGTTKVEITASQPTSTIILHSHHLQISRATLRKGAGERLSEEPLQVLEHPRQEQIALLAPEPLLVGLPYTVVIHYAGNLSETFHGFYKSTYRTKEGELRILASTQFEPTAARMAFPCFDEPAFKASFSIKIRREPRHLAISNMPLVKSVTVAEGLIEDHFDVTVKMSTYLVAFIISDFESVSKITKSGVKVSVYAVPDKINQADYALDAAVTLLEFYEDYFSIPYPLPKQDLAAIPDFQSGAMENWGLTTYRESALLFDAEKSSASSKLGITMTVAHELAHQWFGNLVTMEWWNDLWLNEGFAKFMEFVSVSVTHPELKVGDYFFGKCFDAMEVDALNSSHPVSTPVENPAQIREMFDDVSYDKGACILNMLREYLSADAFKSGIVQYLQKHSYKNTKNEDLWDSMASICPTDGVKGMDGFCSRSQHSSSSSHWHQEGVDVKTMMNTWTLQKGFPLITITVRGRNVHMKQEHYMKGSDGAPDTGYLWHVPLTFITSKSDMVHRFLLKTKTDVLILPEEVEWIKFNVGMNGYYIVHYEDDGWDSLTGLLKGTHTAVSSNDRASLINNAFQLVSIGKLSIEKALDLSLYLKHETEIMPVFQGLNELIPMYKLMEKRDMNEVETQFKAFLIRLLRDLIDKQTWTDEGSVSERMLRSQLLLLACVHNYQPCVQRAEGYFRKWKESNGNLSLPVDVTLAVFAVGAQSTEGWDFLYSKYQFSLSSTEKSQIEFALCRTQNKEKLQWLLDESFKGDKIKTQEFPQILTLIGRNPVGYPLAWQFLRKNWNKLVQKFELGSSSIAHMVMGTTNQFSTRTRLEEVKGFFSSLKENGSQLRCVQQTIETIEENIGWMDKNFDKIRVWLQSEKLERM
RAD52 inh: blocks human RAD52 DNA annealing; recombinant RAD52 DNA annealing, FRET fluorescence; inhibition, % at 18.7 µM; actives 0.46% (n = 360,000);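 active means every replicate showing at least 50% inhibition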
ARNT TACC3 PPI: ARNT/TACC3 interaction disruption. Q9Y6A5. AlphaScreen His-ARNT PAS-B/GST-TACC3 binding, luminescence; TACC3 fragment carries E629A point mutation. inhibition, % at 9.99 µM. actives 0.66% (n = 390,000);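 active means mean inhibition of replicates at least 50% and at least half of replicates each reaching 50%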;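 further: 0% = complete ARNT plus TACC3 wells and 100% = ARNT alone without TACC3; many hits fall short of the cut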
XiGFP reactiv: activators of X-chromosome reactivation in mouse fibroblasts; XiGFP mouse fibroblasts, % GFP-positive cells imaging, 3 d; cells co-treated with 5-aza-dC sensitizer; scaled so ellipticine positive control = 100%; actives 0.055% (n = 360,000); activation, % at 7.58 µM;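 active means mean normalized replicate activation at least 10% and every replicate at or above 10%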;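 further: 0% = median of on-plate neutral control wells and 100% = ellipticine 6 µM median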
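System: XiGFP fibroblasts, SV40-immortalized. Medium: DMEM plus 5-aza-dC sensitizer. Doses: single point. Timing: 3 d treatment, 15 min room-temperature fixation. Control set: ellipticine 6 µM.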
F508del corr: CFTR F508del correction in bronchial cells. CFBE cells, YFP halide quenching; stimulated with forskolin plus potentiator P3; % fluorescence drop versus neutral controls. activity (quench increase), % at 7.58 µM. actives 0.36% (n = 350,000). AID 720511;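 active means mean added fluorescence quench of at least 8% versus neutral control, with both replicates also reaching 8%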;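 further: cells transiently co-express mutant CFTR-F508del with the halide-sensitive YFP; corrector assay measuring rescue of mutant channel to the surface after 24 h compound exposure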
RAD54 inh: blocks human RAD54 Holliday junction branch migration. Q92698. FAM/BHQ fluorescence. inhibition, % at 10.4 µM. actives 0.14% (n = 360,000);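 active means mean normalized replicate activity at least 40 and at least half of replicates scoring 40 or more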;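 further: 0% = median of neutral control wells and 100% = median of positive control wells; inhibitors cause a drop in the FAM fluorescence signal; in these data hits start at about 50%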
INS-1E GSIS act: GLuc luminescence reporter in INS-1E cells, primary screen for activators of glucose-dependent secretion of insulin. INS-1E GLuc reporter insulin secretion, 2-3 h. actives 0.61% (n = 370,000). AID 743287. activation, % at 16.6 µM;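 active means lowest replicate activation of at least 40%, so every replicate reaches that level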;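 further: 0% = median of neutral control wells and 100% = median of IBMX positive control wells; some compounds called inactive have numbers as strong as hits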
Starred values were filed as active, the others as inactive; x = no result given; & = joins results of further samples.

SMILES	esBAF inh	ERAP1 inh	RAD52 inh	ARNT TACC3 PPI	XiGFP reactiv	F508del corr	RAD54 inh	INS-1E GSIS act
O=C(NNS(=O)(=O)c1ccccc1C(F)(F)F)c1cc2ncc(C(F)(F)F)cc2s1	x	-1	-22	x	-0.1	-1.4	-8	-23
O=C1NNC(c2ccccc2)=N/C1=C\c1ccccc1	x	-2	-5	11	0.2	-0.5	x	x
Cc1ccc(-n2nnnc2SCC#N)cc1	x	-6	-7	8	0.0	-0.7	2	11
COc1ccc(C#Cc2ccc3c(c2)O[C@H](CN(C)C(=O)Nc2cccc(OC)c2)[C@@H](C)CN([C@H](C)CO)S3(=O)=O)cc1	10	0	-23	-9	0.3	-0.3	-1	-2
CCOc1ccc(Cl)cc1CNCCNCCO	0	-1	-8	2	x	x	-8	36
CS/C(=N\S(=O)(=O)c1cccs1)Nc1ccc(N2CCOCC2)cc1	10&9	-6	-5	1	0.0	-1.2	7&0	-13
Cc1cc(C(=O)COC(=O)C2=COCCO2)c(C)n1-c1cccc(F)c1	55*	2	-9	2	0.0	-3.8	x	-2
COc1ccc(OCCC(=O)OCC(=O)Nc2ccc(S(=O)(=O)N3CCOCC3)cc2)cc1	x	6	-9	33	0.1	1.2	x	-11
CC(=O)c1cccc(NC(=O)N2CCCC2C(=O)NCc2ccc3c(c2)OCO3)c1 (stereo not given)	2	3	-3	-2	0.4	-1.4	-1	0
N#Cc1ccccc1OCC(=O)NNC(=O)c1ccncc1	-4	-1	11	1	-0.1	-0.9	2	30
CC(c1ccco1)N(C(=O)c1ccc(Cl)s1)c1ccccn1 (stereo not given)	x	0	-10	x	x	1.7	x	15
COc1ccc(NC(=O)Nc2ccc3c(c2)C(=O)N([C@@H](C)CO)C[C@@H](C)[C@H](CN(C)C(=O)NC2CCCCC2)OCCCC[C@@H](C)O3)cc1	7	-1	-5	3	-1.1	-1.9	-3	-1
O=C(OC(C(=O)NC1CCCC1)c1cccnc1)C1=Cc2ccccc2OC1 (stereo not given)	-3	x	x	-3	x	x	9	-3
C[C@@H]1CCCCO[C@H](CN(C)C(=O)Nc2ccc(F)cc2)[C@@H](C)CN([C@H](C)CO)C(=O)c2cc(NC(=O)c3ccccc3)ccc2O1	6&-2	5&1	-73&1	-3	0.2&-1.1	3.7&-2.1	2&-3	-9&7
CCOP(=O)(OCC)c1nc(-c2ccc(C)cc2)oc1NCc1ccccc1	x	0	1	x	0.1	-1.1	x	-23
O=C(NNc1nc2ccc(F)cc2s1)c1cccc(F)c1	27	3	-8	5	0.2	-0.4	x	-15
CCC(=O)NCCNc1nc2cc(C)cc(C)c2cc1C#N	x	4	-9	-4	-0.7	2.2	x	-6
CO[C@@H]1CN(C)C(=O)c2ccc(NC(=O)C3CC3)cc2OC[C@@H](C)N(CC2CCCC2)C[C@@H]1C	-9	2	12	-6	-0.6	-0.8	-1	3
CC(=O)Nc1cccc(-c2ccnc3c2CC(C(=O)NC(C)C)O3)c1 (stereo not given)	-6	-2	-10	x	1.1	-2.8	0	7
COc1cc(OC)cc(C(=O)Nc2cccc(NC(=O)c3cccs3)c2)c1	4	-3	-14	x	0.1	0.7	-7	-11
CCc1c(-c2ccccc2OC)ncn1Cc1cccc(-c2ccccc2)c1	x	-1	-17	x	0.0	0.3	x	-5
O=C(Nc1nnc(-c2ccc(Cl)cc2)o1)C1=COCCO1	2	12	-10	14	0.1	x	-3	20
C[C@H](CO)N1C[C@H](C)[C@H](CN(C)CC2CCCCC2)OCCCC[C@H](C)Oc2ccc(NS(=O)(=O)c3cn(C)cn3)cc2C1=O	1	-3	2	-1	-0.9	-2.1	-1	4
CC(Sc1ccc(Cl)cc1)C(=O)NCC(c1ccco1)N1CCCCC1 (stereo not given)	-4	2	8	-2	0.5	3.1	11	-10
COc1ccc(S(=O)(=O)N2CCN(CC(=O)Nc3cccc(OC)c3)CC2)cc1	-6	-2	-10	-7	0.4	-2.0	-4	-5
COC(=O)[C@]12C[C@H](CC(=O)NCCc3ccccc3OC)C(=O)N(CCC3=CCCCC3)C1=C[C@H](COCc1ccccc1)O[C@@H]2C	x	-2	-26	x	0.1	3.8	x	x
COc1cccc(S(=O)(=O)N2C[C@@H](O)COC[C@H]3O[C@@H](CC(=O)N4CCN(C)CC4)CC[C@@H]32)c1	3	-1	-1	2	-0.1	-2.7	3	10
C[C@H](CO)N1C[C@H](C)[C@H](CN(C)C(=O)CCCN(C)C)OCCCC[C@H](C)Oc2ccc(NC(=O)c3ccncc3)cc2C1=O	-1	x	x	-22	-0.2	-2.1	3	21
C[C@@H]1CN([C@H](C)CO)C(=O)Cc2cc(NC(=O)CCC(F)(F)F)ccc2O[C@@H]1CN(C)Cc1ccc2c(c1)OCO2	-5	x	x	x	0.3	4.6	x	-3
CC1(C(=O)NS(=O)(=O)c2cccc(C#N)c2)CCN1C(=O)C1CCCCC1 (stereo not given)	0	1	-9	x	0.1	-2.2	-3	-3
Nc1ncnc2c1ncn2C1CCCC1	-2	-1	-16	-2	0.1	2.4	6	x
OC[C@H]1[C@@H](c2ccc(-c3ccccc3F)cc2)[C@@H]2CN(Cc3cccnc3)CCCCN12	x	1	9	13	0.0	0.4	-3	-14
Cc1cccc(OCC(=O)Nc2ccc(C(=O)O)cc2NC(=O)COc2cccc(C)c2)c1	x	0	-15	-3	0.2	-0.2	-8	-9
COc1ccc(Br)cc1/C=N/NC(=O)CN1CCCCC1	-1	x	-19	-5	0.4	-1.3	7	9
CCn1cc(C2=NC(C)CO2)c2ccccc21 (stereo not given)	-1	-2	-14	x	x	-1.4	5	9
O=C(c1cn(-c2ccccc2)nc1-c1ccncc1)n1nnc2ccccc21	x	3	-2	x	x	x	1	4
Cc1cccc(NC(=O)CNC(=O)CN2C(=O)NC3(CCCCC3C)C2=O)c1C (stereo not given)	x	2	-13	-3	0.0	-2.6	1	0
O=[N+]([O-])c1ccc(S(=O)(=O)Nc2cccc(-c3ccc(N4CCCC4)nn3)c2)cc1	x	-1	-6	3	0.0	-0.7	0	14
COc1ccc(NC(=O)/C(=C\c2ccc(F)cc2)NC(=O)c2ccco2)cc1	0	-5	6	0	0.0	0.3	-1	12
COCCNC(=O)C[C@@H]1CC[C@@H]2[C@H](COc3ccc(NC(=O)c4cc(C)on4)cc3C(=O)N2C)O1	-2	2	2	-2	0.0	0.4	-3	6
COc1ccc(CCNC(=O)CCN2C(=O)[C@@H]3Cc4ccccc4CN3C2=O)cc1	1	2	-6	3	0.2	1.1	2	x
CCCCNC(=S)N(C)/N=C/c1c(F)cccc1F	x	-3	-26	3	0.1	0.0	x	-1
CO[C@@H]1CC[C@@H]2CCOc3c(C#N)cccc3C(=O)N(C)[C@@H](C)C(=O)N(C)C[C@@H]1O2	0	-5	-3	2	0.0	x	0	14
Cc1ccc(C2=C/C(=C\c3cccnc3)C(=O)O2)cc1	x	9	-12	-5	3.6	3.1	1	-14
CC(C)(C)NC(=O)CN(C(=O)CS(=O)CC(=O)Nc1ccc(F)cc1)c1cccc(F)c1 (stereo not given)	-1	-1	-2	-3	0.4	-1.7	2	-7
NCC(O)CN(c1ccccc1)c1ccccc1 (stereo not given)	-10	-1	-8	-3	0.0	1.2	x	0
CC(C)(C)CN1CCN(Cc2nc(-c3ccc(F)cc3)cs2)CC1CCO (stereo not given)	-3	0	8	-2	0.3	-1.2	-16	-13
CC(C)[C@H]1CC[C@@H](C)C(C(=O)c2ccccc2)C1=O (stereo not given in full)	x	-1	-9	0	0.2	-3.1	3	-2
CN1C(=O)c2cc(NC(=O)Cc3cccs3)ccc2OC[C@@H]2O[C@H](CC(=O)O)CC[C@@H]21	2	-1	-6	-14	-0.1	2.0	4	5
C[C@@H]1CN([C@@H](C)CO)C(=O)c2cc(NC(=O)NC3CCCCC3)ccc2O[C@@H]1CN(C)C(=O)Nc1ccc(F)cc1	-2	2	22	9	-1.3	3.3	-14	-11
COc1cc(/C=N/N2C(=O)c3ccccc3C2=O)ccc1O	x	-2	3	-1	0.0	-0.6	-6	-11
CCCn1c(SCC(=O)NC(=O)Nc2ccc(C)cc2C)n[nH]c1=O	-4	-3	-13	0	x	-0.9	-17	12
O=C(COC(=O)/C=C/c1ccccc1Cl)NCCNC(=O)COC(=O)/C=C/c1ccccc1Cl	x	0	-16	-4	0.0	-4.4	-1	1
CCC(C)c1ccccc1N1CC(C(=O)N2CCN(S(=O)(=O)c3ccc(F)cc3)CC2)CC1=O (stereo not given)	-5	4	-13	-3	0.2	-0.1	x	-19
C[C@@H]1CN([C@@H](C)CO)C(=O)c2cc(NC(=O)Nc3ccc(F)cc3)ccc2O[C@@H](C)CCCCO[C@H]1CN(C)C	1	-1	13	2	0.0	-3.8	0	3
Cn1cc(CN2CCC(n3nccc3NC(=O)CCCc3ccccc3)CC2)cn1	1	-3	-6	-2	0.0	1.7	2	14
C[C@@H]1CCCCO[C@H](CN(C)Cc2ccncc2)[C@@H](C)CN([C@@H](C)CO)C(=O)c2cc(NC(=O)C3CCCCC3)ccc2O1	1	x	x	x	0.1	1.3	x	4
COc1ccc(OC)c(C2=NOC(C(=O)N3CCN(c4ccccc4)CC3)C2)c1 (stereo not given)	-1	-5	3	2	2.6	-0.7	-12	-7
CCOc1ccc(CN(C)CCc2ccccn2)cc1	-3	0	0	-10	0.0	0.2	x	0
CCCc1ccc(OCc2ccc(C(=O)NN)o2)c(OC)c1	36	2	-8	-5	0.1	2.3	7	-11
Following part
SMILES	esBAF inh	ERAP1 inh	RAD52 inh	ARNT TACC3 PPI	XiGFP reactiv	F508del corr	RAD54 inh	INS-1E GSIS act
O=C(Nc1cccc(S(=O)(=O)NC2=NCCC2)c1)C1CCC1	x	1	-10	-4	0.0	2.8	x	9
COc1ccc(S(=O)(=O)Cc2ccc(C(=O)N3CCN(c4cccc(C)c4)C(C)C3)o2)cc1 (stereo not given)	-2	x	-69	1	0.6	9.3*	7	-4
COCCNC(=O)Cn1cc2c(n1)CCCCC2	-9	-3	-4	1	0.3	-0.5	2	22
Cc1onc(-c2c(Cl)cccc2Cl)c1COC(=O)c1ccc(Cl)cc1[N+](=O)[O-]	2	7	-1	7	0.1	3.8	x	11
CCN(CC)C(=O)N1CCN(C(=O)N(CC)CC)CC1	x	0	-16	-1	0.3	1.7	x	6
CCn1cc(/C=C(\NC(=O)c2cc(OC)c(OC)c(OC)c2)C(=O)NCCCN2CCOCC2)c2ccccc21	-2	-3	-14	3	0.0	0.3	x	11
Cn1c(=O)c2c(nc(N3CCNCC3)n2Cc2ccccc2Cl)n(C)c1=O	-3	-1	-11	-29	0.0	-0.5	x	-2
CCCS(=O)(=O)c1nc(S(=O)(=O)c2ccc(C)cc2)c(N2CCCC(C)C2)s1 (stereo not given)	4	3	0	4	0.1	0.1	16	9
Nc1ncnc(SCc2c(F)cccc2Cl)n1	x	x	-2	1	0.1	-0.8	11	1

Laid out differently: results already given
Order of values: esBAF inh | ERAP1 inh | RAD52 inh | ARNT TACC3 PPI | XiGFP reactiv | F508del corr | RAD54 inh | INS-1E GSIS act
COc1ccc(S(=O)(=O)Cc2ccc(C(=O)N3CCN(c4cccc(C)c4)C(C)C3)o2)cc1 (stereo not given)
  -2 | x | -69 | 1 | 0.6 | 9.3* | 7 | -4
COCCNC(=O)Cn1cc2c(n1)CCCCC2
  -9 | -3 | -4 | 1 | 0.3 | -0.5 | 2 | 22
Cc1onc(-c2c(Cl)cccc2Cl)c1COC(=O)c1ccc(Cl)cc1[N+](=O)[O-]
  2 | 7 | -1 | 7 | 0.1 | 3.8 | x | 11
CCN(CC)C(=O)N1CCN(C(=O)N(CC)CC)CC1
  x | 0 | -16 | -1 | 0.3 | 1.7 | x | 6
CCn1cc(/C=C(\NC(=O)c2cc(OC)c(OC)c(OC)c2)C(=O)NCCCN2CCOCC2)c2ccccc21
  -2 | -3 | -14 | 3 | 0.0 | 0.3 | x | 11

Screening results deposited in PubChem by Broad Institute.
